Screening results deposited in PubChem by National Center for Advancing Translational Sciences (NCATS).
POLK inh – blocks human DNA polymerase kappa activity; Potency, µM (top dose mostly 107 µM), without a hit: top-dose activity, negative = inhibition, most hits filed as inhibitors; AID 588579; purified Pol kappa, fluorescent DNA synthesis assay, 10 min; 0.53% of 400,000 active; Q9UBT6; also: potency is read from the fitted curve at half-maximal effect; % is scaled to controls: 0 for no effect and ±100 for the full control effect
Target sequence (Q9UBT6 whole entry, looked up): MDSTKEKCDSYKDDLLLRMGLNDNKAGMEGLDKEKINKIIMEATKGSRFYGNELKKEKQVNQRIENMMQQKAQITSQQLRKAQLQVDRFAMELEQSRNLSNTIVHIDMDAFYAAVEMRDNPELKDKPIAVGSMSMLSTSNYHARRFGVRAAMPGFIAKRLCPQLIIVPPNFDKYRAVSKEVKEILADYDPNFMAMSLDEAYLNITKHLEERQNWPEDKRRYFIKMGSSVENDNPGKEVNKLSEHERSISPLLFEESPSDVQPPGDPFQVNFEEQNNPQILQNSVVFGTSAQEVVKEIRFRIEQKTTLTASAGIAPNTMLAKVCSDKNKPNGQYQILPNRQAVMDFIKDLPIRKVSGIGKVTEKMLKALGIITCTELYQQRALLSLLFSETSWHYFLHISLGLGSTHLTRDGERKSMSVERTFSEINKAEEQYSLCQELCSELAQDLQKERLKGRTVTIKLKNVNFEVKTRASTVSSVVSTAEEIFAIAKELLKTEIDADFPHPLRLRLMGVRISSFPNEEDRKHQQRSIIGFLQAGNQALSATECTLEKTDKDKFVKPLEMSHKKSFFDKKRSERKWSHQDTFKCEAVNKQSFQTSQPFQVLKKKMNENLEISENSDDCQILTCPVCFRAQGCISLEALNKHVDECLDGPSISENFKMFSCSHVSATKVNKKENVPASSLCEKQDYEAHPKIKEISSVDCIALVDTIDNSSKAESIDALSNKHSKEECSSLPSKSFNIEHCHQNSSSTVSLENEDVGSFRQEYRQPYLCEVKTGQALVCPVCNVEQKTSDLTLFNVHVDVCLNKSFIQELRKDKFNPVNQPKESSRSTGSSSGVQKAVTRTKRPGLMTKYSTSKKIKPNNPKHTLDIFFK
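10 nM Pol kappa was preincubated with compounds for 15 min at room temperature. Reaction started with 50 nM (final) substrate. Fluorescence read kinetically at 0 and 10 min.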
POLH inh – inhibitors of human DNA polymerase eta; Q9Y253; recombinant Pol eta, fluorescent DNA replication assay; AID 588591; Potency, µM (highest dose often 114 µM), without a hit: top-dose activity change, negative = inhibition, usual class: inhibitors; 1.2% of 390,000 active; also: potency is read from the fitted curve at half-maximal effect; % is scaled to controls: 0 for no effect and ±100 for the full control effect
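Pol eta at 10 nM preincubated with compounds 15 min at room temperature; reaction started with fluorescent substrate (50 nM final) and read kinetically at 0 and 10 min.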
BLM inh – inhibitors of human Bloom syndrome helicase BLM; P54132; recombinant BLM DNA unwinding, fluorescence dequenching; Potency, µM (series often up to 56.1 µM), for inactives: top-dose activity change, negative = inhibition, usual class: inhibitors; 0.2% of 350,000 active; AID 2528;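 also: potency is read from the fitted curve at half-maximal effect; plate controls were vehicle for no effect and no enzyme for full effect; nearly all actives have a fitted effect of over 35% in size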
LDHA block – LDHA (human) enzyme inhibition; P00338; purified LDHA, NADH/diaphorase-resazurin fluorescence; hits give low values; activity change, % (values are at about 110 or 230 µM); 0.15% of 480,000 active; AID 1347041; in the data active = activity change below about -30%; inconclusive = mostly about -25% to -30%;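 also: plate controls were DMSO wells for no effect and wells without enzyme for full effect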
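Enzyme activity of human lactate dehydrogenase 5 (2 nM; 0.06 mM NADH, 0.2 mM pyruvate, 5 min, RT) is measured via a resazurin/diaphorase fluorescence readout of residual NADH.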
APEX1 inh – inhibitors of human APE1 endonuclease; P27695; recombinant APE1, TAMRA/BHQ-2 abasic DNA cleavage fluorescence; Potency, µM (highest dose often 65.8 µM), without a hit: at the highest dose activity change, negative = inhibition, hits mostly inhibitors; 0.35% of 350,000 active; AID 2517;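 also: potency is read from the fitted curve at half-maximal effect; plate controls were vehicle for no effect and reference inhibitor for full effect; nearly all actives have a fitted effect of over 55% in size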
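Kinetic fluorescence read (525 ex/598 em nm, three reads 60 s apart) of AP-site incision; signal = third minus first read. Enzyme 0.75 nM, dual-labelled THF duplex 50 nM, compound preincubation 15 min RT.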
Glioma ERSR ind – induces the endoplasmic reticulum stress response in human glioma cells | U87-MG GRP78 promoter luciferase reporter, 16 h | Potency, µM, for the others: top-dose activation, hits mostly activators | 0.02% of 420,000 active | AID 602332; also: potency is read from the fitted curve at half-maximal effect; series mostly up to about 76 µM; % of control where 0% means no effect; nearly all actives have a fitted effect of over 35% in size
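ERSR induction read as luciferase luminescence (Bright-Glo, 10 min at room temperature) in stably transfected human U87-MG glioma cells exposed to compounds for 16 h, using GRP78 as sensor.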
POLI inh – inhibitors of human DNA polymerase iota | Potency, µM (highest dose often 115 µM), inactives show at the highest dose activity, negative = inhibition, actives largely listed as inhibitors | Pol iota fluorescent replication assay, 10 min | AID 588590 | 1% of 390,000 active | Q9UNA4; also: potency is read from the fitted curve at half-maximal effect
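Fluorescent replication assay read twice, at 0 min and 10 min after adding 50 nM (final) substrate. Enzyme (10 nM) and compounds were first incubated 15 min at room temperature; enzyme-free buffer wells were negative controls.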
POLB inh – blocks human DNA polymerase beta activity. 1.3% of 340,000 active. AID 485314. Pol beta primer extension/strand displacement, fluorescence kinetic. P06746. Potency, µM (series often up to 114 µM), for inactives: top-dose activity change, negative = inhibition, most hits filed as inhibitors; also: potency is read from the fitted curve at half-maximal effect; % is scaled to controls: 0 for no effect and ±100 for the full control effect
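Human Pol beta at 10 nM; strand-displacement substrate 50 nM final. Compound exposure 15 min at room temperature before start, reaction 10 min at room temperature.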
Anesthetic bind – candidate novel general anesthetic via apoferritin binding; 0.074% of 350,000 active; apoferritin/1-aminoanthracene competitive binding, fluorescence; Potency, µM (highest dose often 77.5 µM), inactives show top-dose activity change, negative = displacement, actives largely listed as inhibitors; P02791; also: potency is read from the fitted curve at half-maximal effect; % is scaled to controls: 0 for no effect and ±100 for the full control effect; nearly all actives have a fitted effect of over 20% in size
Target sequence (P02791 2-175 limits assumed): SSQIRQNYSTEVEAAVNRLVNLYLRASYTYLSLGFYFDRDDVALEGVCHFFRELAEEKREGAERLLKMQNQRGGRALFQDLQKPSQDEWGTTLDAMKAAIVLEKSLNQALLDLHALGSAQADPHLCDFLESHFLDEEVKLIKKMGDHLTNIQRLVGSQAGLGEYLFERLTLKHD
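10 uM apoferritin + 50% sat. 1-AMA, PBS; cpd 10 min RT; Ex380/Em535 endpoint; normalized to free probe vs complex; 4-param Hill fit; propofol titration as pos. ctrl.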
* marks the source's active call; other numbers are inactive results; u = inconclusive; x = no result given; [ ] = remark or other dose. Unless noted, calls follow the shape of the dose curve; as a rule, active = well fitted curve in the direction sought with a large enough effect; inconclusive = small, poorly fitted or top-dose-only effect, or another doubt; inactive = no such curve, though single readings can be large; an effect the other way counts as inactive or inconclusive.

Start of the data: the first 2 entries (preview)
SMILES	POLK inh	POLH inh	BLM inh	LDHA block	APEX1 inh	Glioma ERSR ind	POLI inh	POLB inh	Anesthetic bind
Cc1c(C(=O)NCc2ccco2)cccc1[N+](=O)[O-]	-14%	-14%	-2%	-3	-7%	0%	2%	22%	3%
CCn1c(SCC(=O)Nc2cc(OC)ccc2OC)nnc1C1CCCCC1	0%	-4%	1%	1	9%	-2%	-9%	18%	-4%

All compounds of this part, repeating the preview:
SMILES	POLK inh	POLH inh	BLM inh	LDHA block	APEX1 inh	Glioma ERSR ind	POLI inh	POLB inh	Anesthetic bind
Cc1c(C(=O)NCc2ccco2)cccc1[N+](=O)[O-]	-14%	-14%	-2%	-3	-7%	0%	2%	22%	3%
CCn1c(SCC(=O)Nc2cc(OC)ccc2OC)nnc1C1CCCCC1	0%	-4%	1%	1	9%	-2%	-9%	18%	-4%
CCOC(=O)Nc1cccc(Cl)c1C	-2%	u	-1%	-3	1%	1%	-11%	15%	-22%
Cc1cccc(CN2CCN(c3nc4nonc4nc3NC3CC3)CC2=O)c1	-12%	-5%	-4%	-3	0%	-3%	12%	2%	-7%
CC(=O)N1CCOc2ccc(S(=O)(=O)N3CCC(C(=O)Nc4cc(C)ccc4C)CC3)cc21	-2%	-18%	-5%	-9	6%	-5%	34%[activator]	-8%	-14%
COCC(=O)N(C)C1(c2nnnn2CCOC(=O)Nc2ccc(Cl)cc2)CCCC1	-6%	-5%	-4%	-3	-1%	-3%	-12%	-1%	-6%
COc1cc(OC)cc(-c2nnc(NC(=O)Cc3ccc(F)cc3)o2)c1	-2%	-1%	1%	-2	0%	-7%	30%	18%	-5%
COc1ccc(C2(CNC(=O)c3ccc(OC)c([N+](=O)[O-])c3)CCOCC2)cc1OC	-1%	-1%	-3%	-4	-7%	-3%	10%	3%	-15%
COCCN1CN=C(Nc2nc(C)c3ccc(C)cc3n2)NC1	x	x	70%[activator]	x	-1%	x	x	19%	-16%
O=C(O)CCCC(=O)Nc1ccccc1Br	-6%	-8%	-4%	-8	0%	-1%	22%	37%	-11%
Cc1cccc(-n2c(CCc3ccccc3)nnc2SCC(=O)c2ccccc2)c1	-4%	-26%	-11%	-2	15%	-4%	-8%	1%	u
Cc1nn(-c2ccccc2)c(Cl)c1/C=N/NC(=O)c1ccnn1C	-4%	-10%	-7%	-2	4%	-2%	-13%	-12%	-2%
COc1ccc(CNC(=O)CN(C2CCCCC2)S(C)(=O)=O)cc1	4%	-16%	-2%	-3	1%	-5%	-1%	2%	-4%
Cc1ccc(N2C(=O)c3ccccc3C2Nc2ccccc2)nc1 (stereo unspecified)	-12%	-7%	-5%	-10	-3%	-2%	-13%	4%	-19%
Cn1c(=O)cc(SCC(=O)NCCCN2CCN(c3ccc(F)cc3)CC2)c2ccccc21	-10%	9%	-5%	-8	-5%	7%	23%	18%	-19%
COCCCNc1nc2ccccc2nc1NS(=O)(=O)c1cccs1	-5%	6%	1%	-7	-5%	-4%	12%	8%	1%
Cc1ccc(-n2cc(CN3CCN(Cc4nccn4C)CC3)c(-c3ccc(F)cc3)n2)cc1	-8%	-24%	-5%	1	1%	1%	30%	u	-24%
O=C(COc1ccc(C(=O)c2ccccc2)cc1)NCc1ccc(F)cc1	-16%	-15%	-1%	-5	23%	-3%	4%	-3%	-14%
COc1cccc(CNc2ccc(S(=O)(=O)N3CCCC3)cn2)c1	-1%	-12%	x	1	35%	1%	11%	x	x
CC(NC(=O)c1ccccc1Br)c1nnc(SCc2ccc([N+](=O)[O-])cc2)n1C (stereo unspecified)	-9%	-20%	2%	1	-2%	-7%	30%	39%	-9%
Cc1cc(=O)n2nc(N3CCCC(C(=O)N4CCN(c5ccccc5)CC4)C3)sc2n1 (stereo unspecified)	-8%	-3%	-1%	0	-4%	-4%	14%	18%	-8%
Cc1ccc2[nH]c(=O)cc(C(=O)OCC(=O)c3ccc(F)cc3)c2c1	-1%	-19%	0%	-7	1%	-3%	168%[activator]	2%	-6%
CC1CCN(c2ccccc2NC(=O)c2cc([N+](=O)[O-])ccc2N2CCOCC2)CC1	-5%	-22%	-9%	-4	1%	-4%	3%	-9%	-5%
CC(=O)OC[C@H]1O[C@@H](O/N=C(\C)CCN2CCCCc3nc(C)c(C)cc32)[C@H](OC(C)=O)[C@@H](OC(C)=O)[C@@H]1OC(C)=O	x	x	-6%	x	0%	x	x	0%	0%
CCCCCC(=O)NC(=S)Nc1ccccc1C(=O)OC	-21%	-22%	-2%	-2	3%	-2%	17%	11%	u
O=C(c1ccco1)N(Cc1cc2ccccc2[nH]c1=O)CC1CCCO1 (stereo unspecified)	2%	-9%	0%	0	3%	-11%	-5%	7%	-1%
c1cnc2ccc(C(c3nnnn3C3CCCCC3)N3CCCCC3)cc2c1 (stereo unspecified)	-9%	u	0%	-6	3%	2%	-11%	-9%	-3%
O=C(Oc1cccc(C(=S)N2CCCCC2)c1)c1ccccc1	-13%	-9%	-11%	-13	-8%	-4%	-12%	-1%	u
CCc1nc(SCC(=O)Nc2cc(C)on2)n[nH]1	-8%	-16%	-1%	-1	-12%	-2%	26%	-9%	-8%
Cc1noc(C)c1NC(=O)Nc1ccc2c(c1)C(=O)N([C@H](C)CO)C[C@H](C)[C@@H](CN(C)S(=O)(=O)c1ccccc1)O2	12%	-9%	x	5	36%	-2%	28%	x	x
CCOc1ccc(Nc2nc(Cl)nc(N3CCN(c4ccc(OC)cc4)CC3)n2)cc1	-11%	-18%	-11%	-8	-5%	-2%	-3%	-25%	-1%
CN(C)c1nc2c(c(=O)n(C)c(=O)n2C)n1Cc1ccccc1	3%	-6%	0%	-1	-6%	-5%	9%	4%	-11%
CCn1cc(C(=O)N2CCN(c3ccccc3)CC2)c(=O)c2cc(S(=O)(=O)N(C)C)ccc21	6%	-9%	-2%	0	x	-3%	22%	20%	2%
Cn1nccc1NC(=O)CSCC(=O)O	2%	-17%	1%	-9	3%	0%	57%[activator]	-1%	16%
CN(C)c1ncc2nc(-c3cc(F)cc(F)c3)c(=O)n(-c3ccccc3)c2n1	1%[60.1 µM]	x	0%	x	-1%	-5%	x	x	x
CCOc1ccc(C2C(C#N)=C(N)Oc3cc(C)n(CCN4CCOCC4)c(=O)c32)cc1OCC (stereo unspecified)	-11%	-1%	-1%	-4	-1%	5%	-2%	-1%	-4%
Nc1ccc(Br)cc1C(=O)O	-9%	2%	1%	7	-3%	-3%	41%[activator]	-3%	-2%
O=C(NCc1ccco1)C(c1ccccc1)N(Cc1ccccc1)C(=O)Cn1nnc2ccccc21 (stereo unspecified)	3%	-15%	-4%	3	0%	-4%	-10%	83%	55%[activator]
CCOc1ccccc1/C=N/NC(=O)c1cccc(Cl)c1	0%	-16%	-1%	-6	-1%	-4%	42%	20%	6%
COc1ccc(CCNCC(O)Cn2ccc3ccccc32)cc1OC (stereo unspecified)	-1%	-21%	-1%	-5	0%	-1%	49%[activator]	1%	-9%
O=C1CCC(C(=O)OC(C(=O)Nc2cc(Cl)cc(Cl)c2)c2ccccc2)=NN1 (stereo unspecified)	3%	-14%	x	-7	-3%	-3%	13%	x	x
COCCn1c(-c2ccc3ccccc3c2)nc2c1c(=O)[nH]c(=O)n2CC(C)C	-1%	-11%	-8%	2	19%	-2%	19%	18%	5%
CCNc1sc(C(=O)OCC)c(N)c1C#N	-4%	-5%	-3%	-4	-6%	-2%	28%	4%	-5%
COc1ccc(C(=O)COC(=O)c2cc3ccccc3oc2=O)c(OC)c1	-4%	-2%	x	0	15%	-6%	-11%	x	x
O=c1cc(-c2ccccc2)[nH]c2[nH]n(-c3ccccc3)c(=O)c12	-26%	-2%	-2%	5	-2%	-2%	u	21%	u

Random excerpt: 3 entries already listed.
SMILES	POLK inh	POLH inh	BLM inh	LDHA block	APEX1 inh	Glioma ERSR ind	POLI inh	POLB inh	Anesthetic bind
CN(C)c1nc2c(c(=O)n(C)c(=O)n2C)n1Cc1ccccc1	3%	-6%	0%	-1	-6%	-5%	9%	4%	-11%
Cn1nccc1NC(=O)CSCC(=O)O	2%	-17%	1%	-9	3%	0%	57%[activator]	-1%	16%
CCOc1ccccc1/C=N/NC(=O)c1cccc(Cl)c1	0%	-16%	-1%	-6	-1%	-4%	42%	20%	6%

The listing continues:
SMILES	POLK inh	POLH inh	BLM inh	LDHA block	APEX1 inh	Glioma ERSR ind	POLI inh	POLB inh	Anesthetic bind
Cc1ccc(S(=O)(=O)/N=C(\N)c2ccc(F)cc2)cc1	-1%	-3%	0%	-1	17%	0%	27%	15%	-6%
COCCNC(=O)C(=O)NCC1OCCN1S(=O)(=O)c1ccc2c(c1)OCCO2 (stereo unspecified)	-1%	-12%	-5%	-6	3%	-8%	60%[activator]	1%	3%
O=C(c1cnccn1)N1CCC[C@@]2(CCN(c3ncccn3)C2)C1	3%[60.1 µM]	x	0%	x	4%	-3%	x	x	x
CC(=O)NC(CCS(C)(=O)=O)C(=O)Nc1cc(Cl)ccc1Cl (stereo unspecified)	6%	0%	5%	2	-1%	-7%	4%	3%	-6%
CC1CCN(S(=O)(=O)c2cccc(S(=O)(=O)N3CCOCC3)c2)CC1	-6%	3%	3%	-9	-3%	-6%	15%	-2%	u
CCN(CC)CCN(C(=O)c1cc2ccccc2cc1OC)c1nc2ccc(F)cc2s1	3%	u	-4%	2	-11%	-4%	16%	6%	-14%
CC12CCC(c3c(CO)nn(-c4ccccc4)c31)C2(C)C (stereo unspecified)	-3%	-8%	1%	-4	0%	-2%	1%	0%	u
CC1CC(C)CN(C(=O)COC(=O)CN2C(=O)c3ccccc3C2=O)C1 (stereo unspecified)	-2%	-14%	x	-8	-8%	1%	33%[activator]	x	x
CC12CCC(C(=O)Nc3cccc(Cl)c3)(C(Br)C1=O)C2(C)C (stereo unspecified)	-21%	-17%	-9%	0	-5%	-5%	4%	-2%	-24%
CC(C)(C)[C@@H]1C=C(C(=O)O)O[C@H](OCCCCO)C1	-4%	-6%	x	2	x	0%	15%	x	x
CCOC(=O)Cn1c(=O)n(CC2CCCO2)c2nc(-c3ccccc3F)nc(C(N)=O)c21 (stereo unspecified)	-11%[60.1 µM]	-13%	4%	-5	x	-1%	37%[activator]	8%	-2%
CCOc1ccc(CNC(=O)c2ccccc2NC(=O)c2nsc3ccccc23)cc1	1%[60.1 µM]	-11%	-4%	0	x	5%	-21%	0%	29%

A portion of the library; count on the stated rates, not on these rows.
